Screens from PubChem.
ER stress rescue: rescue of cells from ER stress-induced death, primary screen, 384-well, CSM14.1, thapsigargin, ATP luminescence (AID 1222) | CSM14.1 thapsigargin-induced death rescue, ATP luminescence; higher % means a stronger effect | one-dose cellular ATP content (survival), % at 20 µM; EC50 in µM for titrated hits | 190,000 tested, under 10 active;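 active means EC50 below 50 µM in the dose-response confirmation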;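 further: death triggered by thapsigargin at about 15 µM added after 2 h compound pretreatment; cell ATP read after overnight thapsigargin exposure of roughly 18 to 22 hours; normalized against plate controls of thapsigargin alone and 5% DMSO vehicle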
Ins promoter up: MIN6 insulin promoter up-regulation; AID 1625; z-score at 5 µM; 190,000 compounds, 0.3% hits; MIN6 insulin promoter-GFP reporter, high-content imaging; active compounds read high;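 active means z-score above 3 at 5 µM with at least 500 cells counted in the well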
bCat nuc transl: alters nuclear translocation of beta-catenin in HeLa cells | immunofluorescence imaging | nuclear translocation activity, % at 5 µM | 190,000 compounds, 0.3% hits | AID 1665;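 active means nuclear translocation activity above 50% at 5 µM, with a well cell count of 50 or more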;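 further: per-cell ratio of nuclear to cytoplasmic median beta-catenin stain intensity; plate controls were DMSO negative control for no effect and GSK-3 inhibitor IX positive control for full effect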
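System: Human HeLa cells, endogenous beta-catenin | Compound dosing: 5 µM primary, 0.02–20 µM confirmation | Timing: 24 h compound exposure at 37°C, 5% CO2 | Measured by: Fluorescence imaging of beta-catenin antibody stain plus DAPI | Read-out basis: % activation of per-cell nuclear versus cytoplasmic median beta-catenin signal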
WT yeast gro inh: growth inhibition of WT yeast, mitochondrial fusion screen. inhibition, % at 10 µM. 190,000 compounds, 2.1% hits. mitochondrial fusion phenotypic screen, WT strain. AID 1362; in the data active means inhibition above about 58%; tested in S. cerevisiae
XIAP antagonists: XIAP antagonists, biochemical, IAP family, fluorescence polarization (AID 1018); XIAP BIR domain, fluorescence polarization peptide displacement; higher % means a stronger effect; one-dose displacement, % at 20 µM; IC50 in µM for titrated hits; 200,000 compounds, 0.007% hits; in the data active means displacement above about 50%; further: a part of the inactive calls stands beside numbers as strong as those of hits
Hep lipid drop: modulators of hepatic lipid droplet formation; AML12 mouse hepatocytes, oleate lipid droplets, BODIPY imaging; 240,000 compounds, 0.4% hits; inhibition, % at 6.5 µM;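 active means lipid droplet intensity inhibited by at least 50%, with more than 500 cells counted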
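Material – AML12 mouse liver cells · Also added – oleate loading, 100 µM · Compound dosing – 6.5 µM single-point dosing · Times – overnight treatment with compound plus oleate · Measured by – fluorescence imaging, 20x objective, two fields per well · Read-out – percent inhibition of filter-corrected integrated lipid droplet intensity per well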
MT stabilize HCS: stabilizes microtubules in HeLa cells; HeLa tubulin immunostaining HCS, 24 h; share of cells brighter than vehicle mean+2SD; % tubulin-high responders, % at 10 µM; 200,000 compounds, 0.83% hits; AID 2205;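 active means plate Z-score above 3 for both tubulin-high and condensed-nucleus cell shares, with cell loss under 80%, at 10 µM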;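 further: anti alpha tubulin signal scored within the nucleus-defined area of each cell; some results filed as inactive read as strong as hits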
Autophagy mod: modulators of autophagy; MEF GFP-LC3 puncta imaging; test concentration mostly 10 µM; calls only at 10 µM (by protocol); 190,000 compounds, 0.98% hits; AID 463193;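 active means percentage of spot-positive cells more than 3 SD above its plate mean, without a fluorescence outlier flag or 80% toxicity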;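 further: spot-positive cell cutoff set from DMSO-treated cells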
Dynein cargo inh: dynein cargo transport inhibition | 3617.4 mouse cells, GR-EGFP nuclear translocation imaging; test concentration mostly 20 µM; stimulated with dexamethasone, 1 µM; active compounds read low | 220,000 compounds, 0.47% hits | z-score, hits read low;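 active means plate z-score of nuclear minus cytoplasmic receptor signal below a set negative limit, without overly bright fluorescence or cell loss, cut at about -3.5 in these data, passing the limit was not always enough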;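 further: z-score of nuclear minus cytoplasmic ring GR-EGFP intensity difference per well; some compounds called inactive have numbers as strong as hits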
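medium = tetracycline-free induction medium containing charcoal-stripped FBS | also added = 1.0 µM final dexamethasone stimulus | schedule = 48 h induction, 1 h compound, 30 min dex at 37 °C | technique = fixed, Hoechst-stained cells imaged at 10x for EGFP | measure = GR-EGFP nuclear translocation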
WT yeast gro inh mutant strain: recorded beside WT yeast gro inh, whose call it bears; inhibition, %; mitochondrial fusion phenotypic screen, mutant strain inhibition
Dynein cargo inh cytoplasmic EGFP: second read-out of Dynein cargo inh, no call of its own (marks repeat the call); z-score; measured here: cytoplasmic GR-EGFP intensity; active compounds read high
Dynein cargo inh nuclear GR-EGFP: second read-out of Dynein cargo inh, no call of its own (marks repeat the call); z-score; measured here: nuclear GR-EGFP intensity;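 lower value marks the stronger effect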
Dynein cargo inh cell count: second read-out of Dynein cargo inh, no call of its own (marks repeat the call); z-score; measured here: cell count per field
Ins promoter up cell count: further read-out of Ins promoter up, marked with its call; cell count; measured here: cytotoxicity, nuclei count;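 total cells summed across four imaged fields per well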
Hep lipid drop cells 6.5 µM: recorded beside Hep lipid drop, whose call it bears; cell count; measured here: cell count, cytotoxicity flag;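 cells counted across two imaged fields per well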
bCat nuc transl cell count 5 µM: also measured in bCat nuc transl; calls as there; cell count; measured here: cell count, cytotoxicity flag
MT stabilize HCS Hoechst-high %: further read-out of MT stabilize HCS, marked with its call; % Hoechst-high responders; measured here: nuclear condensation Hoechst responders;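 share of cells brighter than vehicle mean plus two SD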
MT stabilize HCS cytotoxicity %: also measured in MT stabilize HCS; calls as there; toxicity, %; measured here: cytotoxicity by cell density;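 0% = mean cell density of plate MIN control wells and 100% = no cells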
Autophagy mod cell loss 18 h: second read-out of Autophagy mod, no call of its own (marks repeat the call); toxicity, %; measured here: cell loss, nuclei count;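 cell loss after 18 h compound exposure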
* hit, by the source's call; i = inactive; x = not tested or not shown.

SMILES	ER stress rescue	Ins promoter up	Ins promoter up cell count	bCat nuc transl	bCat nuc transl cell count 5 µM	WT yeast gro inh	WT yeast gro inh mutant strain	XIAP antagonists	Hep lipid drop	Hep lipid drop cells 6.5 µM	MT stabilize HCS	MT stabilize HCS Hoechst-high %	MT stabilize HCS cytotoxicity %	Autophagy mod	Autophagy mod cell loss 18 h	Dynein cargo inh	Dynein cargo inh cytoplasmic EGFP	Dynein cargo inh nuclear GR-EGFP	Dynein cargo inh cell count
O=[N+]([O-])c1cc([N+](=O)[O-])c(N2CCCCCC2)cc1NCCO	-2.9%	1.5	1385	7.1	1177	80*	43*	-5.4%	x	x	2.1	2.5	6.9	i	5	2.8	-0.23	0.85	-0.35
Clc1ccc(CO/N=C2\CCCc3nonc32)c(Cl)c1	-0.9%	-0.24	1400	1.2	562	26	-8	-1.3%	x	x	2.7	2.4	5.7	i	-12	1.1	-0.29	0.12	-0.13
N#Cc1c2n(c3c(=O)n(CC(=O)c4ccc(Br)cc4)cnc13)CCCC2	-0.6%	0.48	1257	-3.7	933	9	-1	-9.8%	x	x	1.5	2.0	11	i	-7	-0.57	-0.23	-0.26	0.63
COc1ccc(N2CCN(S(=O)(=O)c3cccc4nsnc34)CC2)cc1	2.8%	x	x	0.0	1111	33	24	-0.8%	11	824	1.9	2.5	8.0	i	-6	0.31	-0.13	0.14	-0.024
COc1ccc(Cl)cc1NC(=O)c1noc2c1CCCC2	-1.3%	-0.59	1325	-1.4	1089	-3	7	2.1%	8	675	1.3	1.7	0.8	i	-11	0.12	-0.22	0.91	-1
CCOC(=O)C1CCCN(C(=O)c2csc(-c3ccc4c(c3)CCO4)n2)C1 (stereo not drawn)	x	0.66	1174	-1.3	1333	x	x	x	6	749	x	x	x	x	x	-0.59	-0.23	-0.27	1.2
O=C(OCC(=O)N1CCc2ccccc2C1)c1ccc(N2CCOCC2)c([N+](=O)[O-])c1	3.3%	-0.29	1459	-3.0	1181	-3	-4	-12%	27	530	3.7	2.8	4.2	i	-4	-0.55	-0.21	-0.4	0.1
CCOC(=O)N1CCN(C(=O)/C(=C/c2cccs2)NC(=O)c2cccs2)CC1	2.4%	1.8	1568	-2.6	969	-7	-5	2.6%	8	781	1.9	1.1	8.7	i	-3	-0.45	-0.3	-0.46	1.3
CCCCOC(=O)CSc1nnc(N)s1	x	0.27	1259	-2.9	951	7	2	-4.5%	x	x	4.1	2.1	5.0	i	-6	1.9	-0.26	0.94	-0.79
NC(=O)c1cc(S(=O)(=O)Nc2cccc(F)c2)co1	0.2%	0.79	1020	-0.6	1129	4	-6	-4.0%	x	x	4.0	1.8	5.5	i	-39	-0.42	-0.14	-0.21	-0.5
Cc1nc2cc(NC(=O)N(C)c3ccc4ccccc4c3)ccc2o1	-0.1%	-0.11	1295	4.6	1190	4	7	-8.8%	0	763	2.7	2.2	22	i	3	2.4	-0.26	1.5	0.66
CC(=O)Nc1ccc(N(C(=O)CNC(=O)c2cccs2)C(C(=O)NC(C)(C)C)c2ccccc2)cc1 (stereo not drawn)	0.1%	-0.13	1063	0.2	1579	3	17	0.1%	-4	673	2.3	3.5	6.1	i	-4	-0.99	-0.21	-0.69	0.5
Cc1cc(OC(=O)c2ccc(S(=O)(=O)N3CCCC3)cc2)c([N+](=O)[O-])c(=O)[nH]1	-1.1%	-0.24	1682	1.6	969	-6	-45	-5.0%	1	652	3.1	2.4	11	i	-13	1.3	-0.21	0.62	-0.73
Cc1ccc(C(=O)N2c3ccccc3NC(=O)C2C)cc1 (stereo not drawn)	-0.4%	0.2	1287	0.3	1084	7	-5	-2.0%	-12	711	2.5	1.7	0.9	i	-4	0.21	-0.18	0.019	-0.13
CCCCN(C)C(=O)c1cn(CC)c2ccc(S(=O)(=O)N(C)C)cc2c1=O	0.8%	-0.76	863	x	x	-8	-9	1.3%	x	x	3.0	3.4	4.7	i	-9	0.38	-0.073	0.49	-0.7
Cc1ccc(S(=O)(=O)N2CCC(C(=O)N[C@@H](C)C(=O)NCc3ccccc3)CC2)cc1	-0.3%	0.51	1199	-0.9	978	0	-17	-4.8%	x	x	2.8	3.3	5.5	i	13	-0.26	-0.22	0.066	0.95
COc1ccc(Br)c(C(=O)Nc2ccc(F)cc2)c1	x	-0.25	1364	1.2	1133	x	x	x	-8	715	x	x	x	x	x	0.054	-0.27	0.069	-0.024
COc1ccccc1CNC(=O)C1(c2ccc(Cl)cc2)CC1	1.0%	-0.05	1297	-0.1	504	11	-5	4.3%	-16	608	2.0	3.5	10	i	0	0.85	-0.25	0.086	-0.37
Cc1cccc(C)c1NC(=O)C1(N(Cc2ccco2)C(=O)CC2NC(=O)NC2=O)CCCCC1 (stereo not drawn)	-0.4%	-0.38	1299	-1.0	1073	11	1	0.5%	1	767	3.8	1.2	12	i	9	1.5	-0.17	1.7	-1.2
CCN(c1ccccc1)S(=O)(=O)c1ccc(C(=O)Oc2ccc(C(C)=O)cc2)cc1	1.5%	1.4	1472	-1.0	1136	-3	6	-5.3%	-16	636	3.0	1.6	1.9	i	-4	-0.79	-0.098	-0.1	-1.7
O=C(COC(=O)C1(c2ccc(F)cc2)CCCC1)N1CCN(C(=O)c2ccco2)CC1	2.4%	-1.1	1036	-2.8	762	6	-1	-3.5%	x	x	1.4	2.0	6.6	i	-3	-0.74	-0.21	-0.46	0.95
CC(=O)Nc1ccc(NC(=O)C(Sc2ccccc2)c2ccccc2)cc1 (stereo not drawn)	x	-0.35	1068	0.9	1261	x	x	x	-5	716	x	x	x	x	x	-0.44	-0.27	0.21	0.43
CCn1cc(C(=O)NC2CC3CCC2C3)c(=O)c2ccc(C)nc21 (stereo not drawn)	-1.2%	-0.33	1508	-6.5	987	x	x	-0.8%	x	x	x	x	x	x	x	x	x	x	x
CC(C)N1CC(O)=C(c2ccccc2)C1=N	1.1%	0.45	1208	-2.4	1002	-1	-10	-11%	x	x	7.8	2.4	4.6	i	1	0.026	-0.21	0.45	0.092
Cc1cc(NC(=O)COC(=O)[C@@H](NS(=O)(=O)c2ccccc2)C(C)C)no1	-0.1%	1.9	1212	-3.4	1120	-11	-9	-3.3%	2	707	2.9	3.1	8.2	i	0	-0.94	-0.31	-0.59	1.6
Further results follow.
SMILES	ER stress rescue	Ins promoter up	Ins promoter up cell count	bCat nuc transl	bCat nuc transl cell count 5 µM	WT yeast gro inh	WT yeast gro inh mutant strain	XIAP antagonists	Hep lipid drop	Hep lipid drop cells 6.5 µM	MT stabilize HCS	MT stabilize HCS Hoechst-high %	MT stabilize HCS cytotoxicity %	Autophagy mod	Autophagy mod cell loss 18 h	Dynein cargo inh	Dynein cargo inh cytoplasmic EGFP	Dynein cargo inh nuclear GR-EGFP	Dynein cargo inh cell count
O=C1CC(N2CCC(c3nc4ccccc4[nH]3)CC2)C(=O)N1Cc1ccccc1 (stereo not drawn)	2.3%	0.06	1255	-0.9	1232	1	-5	-4.7%	2	737	4.1	1.3	4.7	i	-4	-0.73	-0.2	-0.63	0.044
CCOC(=O)c1c(C)[nH]c(C)c1C(=O)CSc1nnc(-c2ccncc2)n1C	1.3%	-0.11	918	0.8	1161	65*	-4.2*	-0.3%	x	x	1.3	1.4	11	i	11	-0.47	-0.21	-0.075	0.27
CCO[C@@H]1OC(C(=O)NCc2nc3ccccc3[nH]2)=C[C@H](c2cn(C(C)=O)c3ccccc23)[C@H]1CCCO	9.6%	-1.4	1257	0.8	1051	-7	-2	-1.7%	12	709	2.0	1.1	3.6	i	5	2.4	-0.25	2	-1.4
CCOc1ccc(NCCC#N)cc1	0.2%	-0.12	1673	-0.9	1382	-3	-9	-1.9%	x	x	2.7	2.6	1.6	i	-1	0.26	-0.25	-0.73	0.86
CC(=O)Oc1c(/C=C(\C#N)C(N)=O)[nH]c2ccccc12	4.3%	0.58	1131	x	x	33	11	-4.5%	-9	719	4.8	2.0	2.2	i	-5	-0.77	-0.16	-0.66	0.86
C=CCSc1nc2ccccc2n1S(=O)(=O)c1ccc(Cl)cc1	x	x	x	x	x	18	8	x	x	x	3.1	1.8	7.7	i	-6	-0.7	0.58	-0.24	0.36
Cc1occc1C(=O)N1CCN(C(c2ccccc2)c2ccccc2)CC1	0.0%	0.88	1495	-0.4	1003	2	4	-5.4%	-26	584	2.0	1.3	16	i	-1	-0.8	-0.2	-0.13	0.4
CCCCN1CN(Cc2ccco2)CNC1=S	2.4%	-0.36	1483	1.0	1106	-2	2	0.3%	-28	586	2.5	4.6	5.8	i	1	-0.16	-0.3	-0.34	0.5
CCOC(=O)c1ccc(S(=O)(=O)NNC(=O)c2ccc3c(c2)nc(C)n3CC)cc1	-1.0%	-0.94	1295	-2.2	1089	-6	9	-5.0%	6	701	5.1	2.0	7.2	i	16	-0.94	-0.26	-0.19	0.62
COc1ccc(S(=O)(=O)Nc2nc(C(F)(F)F)cs2)cc1	-1.9%	0.97	1178	-4.9	740	2	2	-2.2%	x	x	2.2	2.2	9.3	i	-8	-0.026	-0.22	0.15	0.066
CCN(CC)c1ccc(C=C2C(=O)OC3(CCCC3)OC2=O)cc1	-2.6%	0.27	1527	-0.8	1119	6	4	-4.9%	13	707	3.6	2.1	6.7	i	-11	0.11	-0.22	0.032	0.74
